# Compound activity: PubChem BioAssay, National Center for Advancing Translational Sciences (NCATS)
# Pf growth 48h: Primary qHTS for delayed death inhibitors of the malarial parasite plastid, 48 hour incubation. P. falciparum luciferase growth in erythrocytes, 48 h. Potency, µM (series often up to 28.7 µM), for the others: at the top dose activity change, negative = inhibition, usual class: inhibitors. actives 5.9% (n = 310,000); also: potency is read from the fitted curve at half-maximal effect; % is scaled to controls: 0 for no effect and ±100 for the full control effect
#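 Cell-based growth assay: transgenic P. falciparum expressing firefly luciferase, cultured in red cells within RPMI 1640 containing 0.5% w/v Albumax, 24 mM bicarbonate and gentamycin. A drop in luciferase activity indicates inhibition.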
# LmPK inhibitor: qHTS Assay for Inhibitors of Leishmania Mexicana Pyruvate Kinase (LmPK). actives 0.37% (n = 290,000). AID 1721, 2009. Q27686. Potency, µM (top dose mostly 57.5 µM), without a hit: at the top dose activity change, negative = inhibition, hits mostly inhibitors. purified LmPK, Kinase-Glo ATP luminescence, 1 h; also: potency is read from the fitted curve at half-maximal effect; % is scaled to controls: 0 for no effect and ±100 for the full control effect
# Target sequence (Q27686 whole entry, looked up): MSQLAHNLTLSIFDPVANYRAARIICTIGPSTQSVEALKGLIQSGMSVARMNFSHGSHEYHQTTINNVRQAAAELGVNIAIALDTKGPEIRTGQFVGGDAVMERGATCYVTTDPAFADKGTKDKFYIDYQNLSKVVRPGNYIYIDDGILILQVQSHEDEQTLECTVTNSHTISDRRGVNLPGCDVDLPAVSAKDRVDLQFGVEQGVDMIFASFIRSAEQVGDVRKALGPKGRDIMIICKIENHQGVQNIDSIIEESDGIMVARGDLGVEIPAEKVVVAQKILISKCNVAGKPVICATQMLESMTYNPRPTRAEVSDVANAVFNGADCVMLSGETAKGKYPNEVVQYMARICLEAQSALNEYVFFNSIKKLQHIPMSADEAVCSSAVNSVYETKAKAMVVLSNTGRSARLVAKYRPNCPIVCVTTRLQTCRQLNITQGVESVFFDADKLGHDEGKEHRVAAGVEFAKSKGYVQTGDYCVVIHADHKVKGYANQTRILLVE
#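 qHTS format; LmPK 0.1 nM; substrates PEP 0.5 mM and ADP 0.1 mM. One-hour room-temperature incubation, then coupled luciferase luminescence; 0.5 nM enzyme wells mark activation.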
# Tb PYK inh: qHTS of Trypanosoma Brucei Inhibitors; pyruvate kinase (Trypanosoma brucei), Q57TT1; TbPYK enzyme, Kinase-Glo Plus ATP luminescence, 45 min; Potency, µM (doses to about 76.8 µM), for inactives: top-dose activity, negative = inhibition, usual class: inhibitors; actives 0.12% (n = 410,000); AID 624173, 2012; also: potency is read from the fitted curve at half-maximal effect; % is scaled to controls: 0 for no effect and ±100 for the full control effect; nearly all actives have a fitted effect of over 50% in size
#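 Screened from lowest to highest concentration, compounds were pinned into TbPYK/substrate mixtures, and ADP (130 uM final) was added. Plates sat at room temperature for 45 min prior to Kinase-Glo Plus detection by luminescence.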
# HCV inh: qHTS Assay for Inhibitors of Hepatitis C Virus (HCV). Huh7.5.1 HCVcc-Cre infection, luciferase reporter, 44 h. Potency, µM (titrated, usually from 41.8 µM), for inactives: at the highest dose activity change, negative = inhibition, hits mostly inhibitors. actives 3.4% (n = 340,000); also: potency is read from the fitted curve at half-maximal effect; % is scaled to controls: 0 for no effect and ±100 for the full control effect
#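 Whole-lifecycle infectious HCVcc-Cre system; cells 1,000/well, compound then virus (~0.5 moi) added 4 h after plating, 44 h culture. Luciferase read 15 sec following 15 min substrate incubation, room temp.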
# Shiga toxin inh: A qHTS for Small Molecule Inhibitors of Shiga Toxin; Vero cells, Shiga toxin protein synthesis inhibition reporter; inhibition, % at 38.7 µM; actives 9.2% (n = 290,000); AID 2315, 2010; in the data active = inhibition mostly above about 28%, no sharp cut-off; inactive = mostly below about 43%; also: 0% is about no effect
# CHX counter: Cycloheximide Counterscreen for Small Molecule Inhibitors of Shiga Toxin; cell reporter, cycloheximide protein synthesis inhibition counterscreen; max response, %; actives 12% (n = 300,000); AID 2314, 2010; in the data active = max response mostly above about 13%, no sharp cut-off; inactive = mostly below about 14%; also: read at 38.3 µM for the half of the compounds with a filed dose; 0% is about no effect
# Pf growth 96h: Primary qHTS for delayed death inhibitors of the malarial parasite plastid, 96 hour incubation | P. falciparum luciferase reporter growth, 96 h | actives 6.9% (n = 320,000) | Potency, µM (top dose mostly 28.7 µM), for the others: at the top dose activity change, negative = inhibition, hits mostly inhibitors; also: potency is read from the fitted curve at half-maximal effect; % is scaled to controls: 0 for no effect and ±100 for the full control effect
#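 Infected RBCs, 2% Hct / 0.05% parasitemia final; luciferase-reporter P. falciparum; cpd 96 h, 37 C, 5% CO2; luciferase detection reagent; luminescence.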
# Starred values were filed as active, the others as inactive; ? = inconclusive; nt = no result given; & = joins results of further samples; [ ] = dose if it differs, or a comment. Unless noted, calls follow the shape of the dose curve; as a rule, active = well fitted curve in the direction sought with a large enough effect; inconclusive = small, poorly fitted or top-dose-only effect, or another doubt; inactive = no such curve, though single readings can be large; an effect the other way counts as inactive or inconclusive.
SMILES,Pf growth 48h,LmPK inhibitor,Tb PYK inh,HCV inh,Shiga toxin inh,CHX counter,Pf growth 96h
O=C(CC1C(=O)NCCN1Cc1c(F)cccc1Cl)NCCCN1CCCC1=O (configuration not stated),-4%,0%,3%,5%,-4,3,?
CC1=C(C(=O)OC2CCCCCCC2)C(c2cc3c(cc2Br)OCO3)CC(=O)N1 (configuration not stated),10µM*,0%,1%,?,-7,3,nt
Cc1cc(C)cc(OCC(=O)OCC(=O)NC2CCCCCCC2)c1,21%,nt,-6%,12%,nt,nt,5%
CCc1ccc(/C=N/n2c(C)cc(C)c(C#N)c2=O)cc1,9.3µM*,6%,-12%,1%,13,10,1.7µM*
O=C(O)/C=C\C(=O)Nc1ccccc1N1CCN(c2ccccc2)CC1,-10%,-1%,-1%,4%,-4,-1,?
COCc1ccc(CN2CCCC(C(=O)Nc3ccc(-c4cccc(OC)c4)cc3)C2)o1 (configuration not stated),?,-9%,4%,10µM*,10,13,7%
O=C(c1ccc2c(=O)n3c(nc2c1)CCCCC3)N1CCN(c2ccc([N+](=O)[O-])cc2)CC1,-17%,-1%,2%,?,-12,-2,15%
COc1ccc(-n2c(=O)cc(N3CCOCC3)[nH]c2=O)cc1,?,0%,2%,nt,10,-3,nt
O=C(O)C1C2CCC(C2)C1C(=O)Nc1cc(F)ccc1F (configuration not stated),2%,3%,4%,5%,9,-5,nt
CCN(CC)CC(=O)Nc1ccc(/C(C)=N/NC2=NCCN2)cc1,?,1%,0%,?,19,-3,-33%
COc1ccc(NC(=O)CSc2nnc(Cc3cccn3C)n2-c2ccc(F)cc2)cc1OC,?,0%,-19%,-17%&-26%,15,6,?
Cc1ccc2nc(CCc3nc4ccc(C)cc4o3)oc2c1,-5%,2%,-20%,2%,16,5,nt
CCCc1nn2c(=O)c(C(c3cccc(Cl)c3)c3c(O)nc4sc(CCC)nn4c3=O)c(O)nc2s1,1%,1%,2%,12%,-21,-1,68%[activator]
COc1ccc(OCc2cc(C(=O)N3CCC(c4ccccc4)CC3)no2)c(Cl)c1,-5%,-3%,-2%,-10%,106*,78*,22%
CCc1ccc2nc(SCC(=O)Nc3nnc(C)s3)c(C)cc2c1,0%,3%,0%,6%,-19,-3,55%[activator]
CCOc1ccc(N2C(=O)NC(Cc3c[nH]c4ccccc34)C2=O)cc1 (configuration not stated),-20%,2%,1%,4%,-21,-3,42%[activator]
CSc1nc2ccc(NC(=O)c3ccc(F)c(F)c3)cc2s1,70%[activator],-4%,-7%,-25%,41*,39*,87%[activator]
COc1ccc(/C(C)=N/OCC(=O)Nc2nc3ccccc3s2)cc1OC,6%,0%,-7%,?,8,-1,-19%
COC(=O)CCCCCCCC(=O)Nc1nnc(C(F)(F)F)s1,13%,-1%,-1%,-19%,10,-2,17%
Cc1ccc(OCC(=O)N2CCN(Cc3cccnc3)CC2)cc1,-13%,-5%,21%,13%,16,10,?

# Limited to Tb PYK inh, for 2 of the compounds above:
compound	Tb PYK inh
Cc1ccc(OCC(=O)N2CCN(Cc3cccnc3)CC2)cc1	21%
CCOc1ccc(N2C(=O)NC(Cc3c[nH]c4ccccc34)C2=O)cc1 (configuration not stated)	1%

# More results
SMILES,Pf growth 48h,LmPK inhibitor,Tb PYK inh,HCV inh,Shiga toxin inh,CHX counter,Pf growth 96h
O=C1N=C(N2CCN(Cc3ccccc3)CC2)S/C1=C/c1cccs1,?,-4%,3%,1%,35,14,?
Cc1cc(-c2nc(C)c(-c3nnc(SCC(=O)Nc4ccccc4)n3C)s2)no1,-18%,3%,1%,-22%,-8,-3,2%
Cc1cc(N)n(-c2ccc(S(=O)(=O)c3ccc(C(C)C)cc3)cc2)n1,13%,5%,6%,-12%,20,0,19%
Cc1ccc(C(=O)Nc2ccccc2C(=O)O)cc1S(=O)(=O)NCc1ccccc1,10%,15%,-3%,8%,-6,-1,96%[activator]
O=C(COC(=O)CN1C(=O)COc2ccccc21)NCc1ccc(F)cc1,2%,nt,5%,20%,nt,nt,-23%
O=C(NC1C2CC3CC(C2)CC1C3)c1ccc(N2CCNCC2)c([N+](=O)[O-])c1 (configuration not stated),-10%,4%,1%,-7%,-8,-3,12%
Cc1ccc(C(=O)CNc2ccc(C)c(Cl)c2)cc1,29%,-1%,-19%,0%,20,27*,-3%
CCOc1ccc(CNC(=O)CCC(=O)N2Cc3ccccc3Oc3ncccc32)cc1,?,2%,1%&-1%,5%,2,-3,?
CN(C)CCNC(=O)C(=O)NCC1CCCN1S(=O)(=O)c1cccs1 (configuration not stated),13%,nt,4%,-1%,nt,nt,29%
COCCCN(Cc1cccs1)S(=O)(=O)c1csc(C(N)=O)c1,19%,-2%,0%,-5%,-11,-4,?
CCS(=O)(=O)Nc1ccc(-c2nnc(SCC(=O)OC)o2)cc1,10%,-8%,-17%,1%,-7,-1,nt
NS(=O)(=O)c1ccc(CCNC(=O)COc2ccc3c4c(c(=O)oc3c2)CCC4)cc1,-18%,-4%,0%,-1%,-5,-2,?
Nc1cc(OC(=O)c2ccco2)nn1S(=O)(=O)c1ccc(F)cc1,20%,2%,-8%,-23%,-17,-3,nt
COc1ccccc1Oc1cc(-n2nc(C)cc2C)ncn1,7%,-1%,9%,-13%,0,-2,14%
COc1ccc(CCN2C(=O)CC(NC34CC5CC(CC(C5)C3)C4)C2=O)cc1OC (configuration not stated),?,1%,0%,-15%,-17,4,37%[activator]
O=C1C2=C(SCCS2)C(=O)N1c1ccccc1,29%,-2%,1%,5%,2,-1,0%
CSc1ccccc1NC(=O)N1CCCC(C(=O)c2ccc3c(c2)OCO3)C1 (configuration not stated),-1%,5%,0%,14%,-4,-2,?
CC(C)(C)c1nnc(NS(=O)(=O)c2cc(Cl)ccc2Cl)s1,2%,3%,3%,3%,-4,7,2%
COc1ccc(Nc2c3c(c(C#N)c4nc5ccccc5n24)CCC3)cc1,?,3%,-7%,-38%,6,8,9.3µM*
Cn1cccc1C(=O)OCC(=O)N1CC(=O)Nc2ccccc21,?,4%,0%,15%,-4,-3,-21%

# 12 structures already listed, sorted by molecular weight, largest number first:
SMILES,Pf growth 48h,LmPK inhibitor,Tb PYK inh,HCV inh,Shiga toxin inh,CHX counter,Pf growth 96h
NS(=O)(=O)c1ccc(CCNC(=O)COc2ccc3c4c(c(=O)oc3c2)CCC4)cc1,-18%,-4%,0%,-1%,-5,-2,?
CCOc1ccc(CNC(=O)CCC(=O)N2Cc3ccccc3Oc3ncccc32)cc1,?,2%,1%&-1%,5%,2,-3,?
Cc1cc(-c2nc(C)c(-c3nnc(SCC(=O)Nc4ccccc4)n3C)s2)no1,-18%,3%,1%,-22%,-8,-3,2%
Cc1ccc(C(=O)Nc2ccccc2C(=O)O)cc1S(=O)(=O)NCc1ccccc1,10%,15%,-3%,8%,-6,-1,96%[activator]
COc1ccc(CCN2C(=O)CC(NC34CC5CC(CC(C5)C3)C4)C2=O)cc1OC (configuration not stated),?,1%,0%,-15%,-17,4,37%[activator]
CSc1ccccc1NC(=O)N1CCCC(C(=O)c2ccc3c(c2)OCO3)C1 (configuration not stated),-1%,5%,0%,14%,-4,-2,?
CN(C)CCNC(=O)C(=O)NCC1CCCN1S(=O)(=O)c1cccs1 (configuration not stated),13%,nt,4%,-1%,nt,nt,29%
COCCCN(Cc1cccs1)S(=O)(=O)c1csc(C(N)=O)c1,19%,-2%,0%,-5%,-11,-4,?
CCS(=O)(=O)Nc1ccc(-c2nnc(SCC(=O)OC)o2)cc1,10%,-8%,-17%,1%,-7,-1,nt
Nc1cc(OC(=O)c2ccco2)nn1S(=O)(=O)c1ccc(F)cc1,20%,2%,-8%,-23%,-17,-3,nt
Cn1cccc1C(=O)OCC(=O)N1CC(=O)Nc2ccccc21,?,4%,0%,15%,-4,-3,-21%
COc1ccccc1Oc1cc(-n2nc(C)cc2C)ncn1,7%,-1%,9%,-13%,0,-2,14%

# Further compounds follow:
SMILES,Pf growth 48h,LmPK inhibitor,Tb PYK inh,HCV inh,Shiga toxin inh,CHX counter,Pf growth 96h
O=C(NNC(=O)C1CC(c2cccs2)=NO1)NC1CCCCC1 (configuration not stated),16%,-1%,-6%,7%,-5,-1,7%
COc1cccc(/C=N/NC(=O)c2ccc([N+](=O)[O-])cc2Cl)c1O,?,-5%,3%,?,-18,17*,27%
N#CC1=C(N)C2=CCCC[C@H]2[C@H](c2ccc(Br)cc2)C1(C#N)C#N,?,0%,-14%,-1%,12,7,?
COc1ccc(S(=O)(=O)NCC(c2cccnc2)N2CCN(c3ccccc3OC)CC2)cc1C (configuration not stated),?,-2%,-5%,?,-13,-3,1%
COc1cccc(C2CC(=O)NC3=C2C(=O)CCC3)c1 (configuration not stated),45%[activator],5%,4%,11%,-12,-5,95%[activator]
Cc1ccc2nc3c(c(Nc4ccc5c(c4)OCCO5)c2c1)CCC3,4.1µM*,-1%,-3%,?,2,10,?
CC1=NN(C(=O)COc2cc(C)ccc2C(C)C)C(O)(c2ccccc2)C1 (configuration not stated),?,13%,0%,-26%,35,1,-11%
Cc1ncc(CO)c(/C=N/Nc2ccc(C(F)(F)F)cn2)c1O,?,2%,-16%,?,-4,-4,2.3µM*
Cc1ccc(/C=C2/NC(=O)N(Cc3ccccc3F)C2=O)s1,25%,-2%,-20%,14%,13,12,?
CC(=O)Nc1ccc(Cc2nc3ccccc3[nH]2)cc1,21%,1%,1%,14%,-3,-3,39%[activator]
Cc1ccc(/C=C(\NC(=O)c2ccccc2)C(=O)NCCN2CCOCC2)o1,43%[activator],0%,0%,-1%,7,-1,23%
COc1ccccc1C1=NCc2nnc(C)n2-c2ccc(Cl)cc21,-4%,2%,2%,4%,4,-3,-14%
CCC/C(O)=C1\C(=O)CC(C)(C)CC1=Nc1ccc(OC)cc1OC,?,0%,-4%,-11%,3,-3,12%
COc1cc2c(cc1OC)C(COc1ccccc1OC)N(C(C)=O)CC2 (configuration not stated),-16%,3%,-8%,28%,-6,2,-5%
CCCCNC(=O)OCC(CC)NC(=O)OCC(C)C (configuration not stated),5%,0%,6%,11%,19,-1,41%[activator]
Cc1onc(-c2c(F)cccc2Cl)c1C(=O)NCc1ccccn1,-9%,-2%,0%,-10%,-2,-2,-4%
CCCC(=O)Nc1nnc(S(=O)(=O)N(C)Cc2ccco2)s1,-3%,5%,-22%,-5%,-3,-4,63%[activator]
CCn1nc(C(=O)OCC(=O)N2c3ccccc3CC2C)c2ccccc2c1=O (configuration not stated),-8%,5%,7%,14%,-11,-3,-20%
COc1cc(NC(=O)C2CC(=O)NC3=C2C(=O)CCC3)cc(OC)c1 (configuration not stated),10%,-5%,-4%,11%,-10,-2,35%[activator]
Cc1cc(CN2C(=O)c3ccccc3C2=O)on1,4%,0%,9%,13%,-7,1,nt
Clc1nccnc1N/N=C/c1ccc(Br)cc1,128%[activator],18µM*,?,-6%,40*,40*,-30%
O=C(NC1CCCCC1)C1CCCN(S(=O)(=O)c2ccc(F)cc2)C1 (configuration not stated),-16%,3%,-2%,7%,7,-3,24%
O=C(CCNS(=O)(=O)c1cccc2nsnc12)NCc1ccc(F)cc1,2%,7%[11.5 µM],7%,11%,-27,2,-19%
